# High-throughput results: PubChem, several laboratories
# GalR3 antag: human GalR3 antagonism | O60755 | HEK293 GalR3-CNG cAMP membrane potential fluorescence; galR3 body fused to GalR1 C-terminus | inhibition, % at 3 µM | AID 651719 | hit rate 0.44% among 360,000;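 active = inhibition above the screen-wide average plus 3 SD, cut at about 13% in these data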;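 note: forskolin and galanin both at EC90 stimulate the cells; cAMP rise reported by CNG channel membrane potential dye signal; 0% = forskolin plus galanin with DMSO and 100% = forskolin alone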
# MEKK2mut PB1 HTS: signal of MEK5 binding to mutant human MEKK2 PB1 domain; bead flow cytometry, Alexa488-MEK5 binding to MEKK2 mutant; percent response, % at 10 µM; hit rate 0.35% among 290,000; in the data active = percent response above about 24%, passing the limit was not always enough; note: inactives centre near 1; some results filed as inactive read as strong as hits; reference of the scale not given here
# MEKK3 PB1 HTS: MEKK3-MEK5 PB1 interaction, increase or decrease; Q99759; bead-based flow cytometry, Alexa488-MEK5 binding to MEKK3; actives lie on both sides; 0 = blocked by unlabeled MEK5, 100 = vehicle; binding response (% of control), % at 10 µM; hit rate 1.4% among 290,000; AID 1529;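 active = binding response more than 3 SD above or below the average of its plate-row segment, actives on both sides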;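 note: Alexa488 bead fluorescence after subtracting the streptavidin-only scavenger bead signal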
# Target sequence (Q99759 whole entry, looked up): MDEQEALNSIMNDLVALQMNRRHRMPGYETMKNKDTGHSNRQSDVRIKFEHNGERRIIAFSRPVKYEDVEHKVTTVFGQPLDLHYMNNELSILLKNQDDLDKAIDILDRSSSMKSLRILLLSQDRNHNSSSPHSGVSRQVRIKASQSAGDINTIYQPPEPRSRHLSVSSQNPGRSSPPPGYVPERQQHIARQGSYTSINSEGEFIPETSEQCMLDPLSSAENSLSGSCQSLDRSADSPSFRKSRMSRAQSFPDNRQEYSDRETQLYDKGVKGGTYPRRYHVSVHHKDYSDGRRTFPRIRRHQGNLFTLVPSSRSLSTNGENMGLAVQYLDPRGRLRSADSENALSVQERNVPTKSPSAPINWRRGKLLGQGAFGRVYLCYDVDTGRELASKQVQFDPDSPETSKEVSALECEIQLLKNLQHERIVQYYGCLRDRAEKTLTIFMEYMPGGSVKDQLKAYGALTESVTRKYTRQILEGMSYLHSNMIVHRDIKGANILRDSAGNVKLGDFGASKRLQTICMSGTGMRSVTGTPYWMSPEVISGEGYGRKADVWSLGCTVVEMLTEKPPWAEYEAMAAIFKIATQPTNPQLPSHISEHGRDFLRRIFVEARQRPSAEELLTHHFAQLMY
# OXTR ag: human OXTR agonism | P30559 | CHO-OTR cells, Fluo-8 calcium fluorescence; normalized: DMSO 0%, oxytocin 100% | activation, % at 3 µM | hit rate 0.32% among 320,000 | AID 2435;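 active = activation above the mean of all tested compounds plus 3 SD, cutoff set per screening run, cut at about 20% in these data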;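 note: peak over basal fluorescence ratio from a 100 s FLIPR kinetic read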
# Target sequence (P30559 whole entry, looked up): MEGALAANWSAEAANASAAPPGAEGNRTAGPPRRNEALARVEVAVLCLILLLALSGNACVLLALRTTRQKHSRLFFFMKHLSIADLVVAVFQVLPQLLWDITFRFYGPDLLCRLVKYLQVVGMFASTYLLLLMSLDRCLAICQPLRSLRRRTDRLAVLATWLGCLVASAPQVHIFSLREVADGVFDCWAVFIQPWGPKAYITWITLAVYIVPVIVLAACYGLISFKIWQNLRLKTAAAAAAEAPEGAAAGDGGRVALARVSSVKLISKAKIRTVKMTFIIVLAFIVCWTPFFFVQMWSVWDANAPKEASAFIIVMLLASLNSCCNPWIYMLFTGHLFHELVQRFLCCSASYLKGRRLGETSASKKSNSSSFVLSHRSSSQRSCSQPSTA
# MEKK2 WT-MEK5: raises or lowers MEK5 binding to wildtype human MEKK2 PB1 domain. Q9Y2U5. bead flow cytometry, Alexa488-MEK5 binding to MEKK2 WT; actives lie on both sides. binding response (% of control), % at 10 µM. hit rate 1.1% among 290,000. AID 1531; in the data active = binding response below about 67% or above about 130%
# NALP1 inh: NALP1 inhibition | S. cerevisiae NALP1/ASC/caspase-1 growth, X-gal OD620, 72 h | inhibition, % at 10 µM | hit rate 0.61% among 280,000; in the data active = inhibition mostly above about 24%, no sharp cut-off; inactive = mostly below about 32%; note: some compounds called inactive have numbers as strong as hits
# GPR7 antag: antagonists of human GPR7 (neuropeptides B/W receptor 1). hit rate 1.1% among 290,000. P48145. inhibition, % at 4.4 µM. AID 1861. GPR7-expressing cells, fluorescence antagonist assay; in the data active = inhibition above about 16%, passing the limit was not always enough;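 note: cells stimulated with the agonist NPW; 0% = agonist with vehicle and 100% = vehicle without agonist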
# PHOSPHO1 block: inhibitors of human PHOSPHO1 phosphatase; Q8TCT1; inhibition, % at 13.3 µM; hit rate 1.1% among 290,000; recombinant PHOSPHO1, absorbance phosphatase assay; in the data active = inhibition above about 60%
# V1R ag counter: counter-screen for oxytocin receptor agonists: human V1a receptor agonists. P37288. CHO-V1R cells, Fluo-8 calcium fluorescence, agonist mode; 0% DMSO, 100% 3 nM vasopressin. activation, % at 3 µM. hit rate 0.25% among 320,000;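 active = activation above the mean activation of all tested compounds plus 3 SD, per screening run, cut at about 20% in these data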;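 note: signal is peak over basal fluorescence ratio across a 100 second FLIPR read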
# * marks the source's active call; other numbers are inactive results; x = not tested or not shown; [ ] = dose if it differs, or a comment.
SMILES,GalR3 antag,MEKK2mut PB1 HTS,MEKK3 PB1 HTS,OXTR ag,MEKK2 WT-MEK5,NALP1 inh,GPR7 antag,PHOSPHO1 block,V1R ag counter
COc1ccc(OCC(=O)N2CCN(C(=O)c3cccs3)CC2)cc1,-1,x,x,0.5,x,9,-14,-1,1.4
CCN(C(=O)c1ccnn1C)c1ccccc1,1,-2,99,0.4,98,29,10,0,-0.3
COc1ccc(/C=N/N=C2/NC(=O)C(c3ccccc3)S2)c(OC)c1 (configuration not stated),1,-3,98,-0.9,94,26,6,45,-0.3
O=C1NC2(CCCCC2)C(=O)N1/N=C/c1ccccc1Br,-7,-2,116,-2.4,107,8,-8,-35,-1.5
Cc1nnc(N2C(=O)c3ccc(Br)cc3C2=O)s1,-7,0,105,-0.2,98,-5,-2,18,-0.2
O=C(CNC(=O)Cc1ccccc1)N=Nc1c(O)n(Cc2ccc3c(c2)OCO3)c2ccccc12,0,5,101,x,106,29,4,-26,x
O=C(Nc1ccccc1N1CCOCC1)C1CCN(S(=O)(=O)c2cccc(C(F)(F)F)c2)CC1,5,-1,101,-1.6,101,42,-9,-5,-0.3
COc1ccc(CN(C)C(C)C(=O)NC2CCCc3ccccc32)cc1 (configuration not stated),-5,-3,88,0.2,89,12,1,-10,2.3
COC(=O)CSc1ccc(S(=O)(=O)N2CCOCC2)cc1[N+](=O)[O-],-6,15,100,0.7,104,17,2,-4,-0.3
COc1ccc(C)cc1N(C(=O)c1ccccc1)c1nc2ccccc2s1,0,0,130,-1.5,95,23,-17,1,0.2
CC(C)C(=O)Nc1nnc(SCC(=O)NC2CC2)s1,-6,-15,7.0*[inhibitor],-0.3,11*[inhibitor],0,-6,-15,-0.1
Cc1cc2ncc(S(C)(=O)=O)c(N)n2n1,6,0,95,0.3,102,11,-4,24,0.1
CC(C)c1onc(C(=O)Nc2cccnc2Cl)c1[N+](=O)[O-],-3,1,101,0.4,97,4,-4,-26,-1.0
COC(=O)CN(C)C(=O)c1cccc(OC2CCN(S(=O)(=O)N(C)C)CC2)c1,-7,1,96,0.9,105,1,-10,-38,0.9
Cc1ccc(C(=O)NC2CC(C)(C)NC(C)(C)C2)cc1Cl,-7,4,109,-1.7,111,8,-8,14,-0.9
Cc1ccc(/C=C2\SC(=S)N(CCC(=O)N3CCCCC3)C2=O)cc1,-10,0,98,0.0,95,-3,-10,19,1.0
CCCCCOCC(O)CCC(=O)NN (configuration not stated),1,5,102,-1.4,101,12,-4,4,-1.6
COc1cccc(/C=N/Nc2nn3cnnc3c3ccccc23)c1,-4,7,116,-3.0,108,14,-6,14,-1.2
COc1ccc(NC(=S)Nc2cccc(S(=O)(=O)N3CCCCC3)c2)cc1,-1,-1,99,2.9,107,20,-3,-7,2.2
CN1CCc2nc(NC(=O)COc3ccc(C#N)cc3)sc2C1,-5,-7,104,0.3,99,2,-7,-15,1.3

# Entries above that contain an aryl methoxy group, in the order listed:
SMILES,GalR3 antag,MEKK2mut PB1 HTS,MEKK3 PB1 HTS,OXTR ag,MEKK2 WT-MEK5,NALP1 inh,GPR7 antag,PHOSPHO1 block,V1R ag counter
COc1ccc(OCC(=O)N2CCN(C(=O)c3cccs3)CC2)cc1,-1,x,x,0.5,x,9,-14,-1,1.4
COc1ccc(/C=N/N=C2/NC(=O)C(c3ccccc3)S2)c(OC)c1 (configuration not stated),1,-3,98,-0.9,94,26,6,45,-0.3
COc1ccc(CN(C)C(C)C(=O)NC2CCCc3ccccc32)cc1 (configuration not stated),-5,-3,88,0.2,89,12,1,-10,2.3
COc1ccc(C)cc1N(C(=O)c1ccccc1)c1nc2ccccc2s1,0,0,130,-1.5,95,23,-17,1,0.2
COc1cccc(/C=N/Nc2nn3cnnc3c3ccccc23)c1,-4,7,116,-3.0,108,14,-6,14,-1.2
COc1ccc(NC(=S)Nc2cccc(S(=O)(=O)N3CCCCC3)c2)cc1,-1,-1,99,2.9,107,20,-3,-7,2.2

# Further records follow.
SMILES,GalR3 antag,MEKK2mut PB1 HTS,MEKK3 PB1 HTS,OXTR ag,MEKK2 WT-MEK5,NALP1 inh,GPR7 antag,PHOSPHO1 block,V1R ag counter
CN(Cc1ccccc1)C(=O)c1cc(=O)[nH]c2ccccc12,-3,2,108,0.9,110,4,-9,24,0.0
COc1cc(NC(C)=O)c2ncccc2c1[N+](=O)[O-],-2,1,99,1.5,97,16,-3,23,0.9
CCC1(CC)C(=O)NC(=O)NC1=Nc1ccccc1,-2,-5,86,-0.1,95,14,-2,3,2.6
CCC(C)C(NC=C1C(=O)OC(C)(C)OC1=O)C(=O)O (configuration not stated),-5,5,101,1.1,98,-5,-11,4,-0.4
O=C(/C=C/c1ccc(Br)cc1)c1ccc(NC2=NCCCS2)cc1,10,0,102,1.7,126,13,52*,-6,4.0
Cc1ccc(C(=O)N2CCC3(CC2)NCCc2[nH]cnc23)cc1,4,-5,100,0.2,97,21,-3,-4,-0.2
O=C1CCC(C(=O)Nc2cccc(C(F)(F)F)c2)N1 (configuration not stated),-2,3,102,0.9,103,1,-5,-5,1.5
Cn1c(SCc2ccccc2Cl)nc2ccccc21,-2,14,103,-2.5,107,10,-9,6,-1.6
O=C(CSc1nnc(-c2ccncc2)n1CCc1ccccc1)NCc1ccccc1,0,-1,111,0.2,95,15,-14,10,1.0
CCOc1ccccc1OCC(=O)Nc1ccc(S(=O)(=O)Nc2ncccn2)cc1,0,-3,87,-0.2,97,15,-15,2,0.5
Cc1c(Cl)c([N+](=O)[O-])nn1Cc1ccc(C(=O)N/N=C\c2ccccn2)o1,10,3,97,0.7,97,58,-9,-11,2.3
Cc1c(C#N)c2ncnc(-c3ccccc3)c2n1-c1ccccc1,1,-3,96,-0.9,99,26,-9,39,1.1
CCc1ccc(NC(=O)C2CCN(S(=O)(=O)c3c(C)noc3C)CC2)cc1,-8,0,101,-0.7,104,19,-7,34,3.0
O=C(CSc1nc2ccccc2o1)NC(=O)NCc1ccco1,-5,-4,94,-1.1,92,x,-5,37,-0.9
Cn1c(/C(C#N)=C(\O)c2ccc([N+](=O)[O-])s2)nc2ccccc21,-11,8,108,-0.3,105,19,-2,27,-0.3
Cc1ccc(OCC(=O)N(Cc2ccccc2)C2CCS(=O)(=O)C2)c([N+](=O)[O-])n1 (configuration not stated),0,3,98,0.7,114,11,6,-14,0.4
CC1=CC(=O)CC2C1(C)CCC(C)C2(C)CCC(C)CC(=O)O (configuration not stated),2,5,108,-0.3,109,-20,x,27,-0.5
Fc1ccccc1/C=N/n1c(C2CCCCC2)n[nH]c1=S,-15,4,97,-2.4,99,-1,-9,-38,-0.2
COC(=O)C1=C(C)Nc2ncnn2C1c1cccnc1 (configuration not stated),4,-3,101,1.3,97,-5,-5,-5,0.2
CNC(=S)NC(CC(=O)OC)c1ccc2c(c1)OCO2 (configuration not stated),-3,-5,95,0.6,93,8,-10,4,-0.1
CN(NS(=O)(=O)c1ccccc1)c1nc2ccccc2nc1C(F)(F)F,-5,3,102,-2.6,106,3,-4,17,2.9
Cc1cc(OC(C(=O)O)c2ccccc2)c2c(C)c(Cc3ccccc3)c(=O)oc2c1 (configuration not stated),-2,3,89,-0.3,99,x,-6,25,-0.4
CCOC(=O)NC(=O)/C(C#N)=C\c1ccccc1,0,-2,100,0.8,98,-13,-14,-52,0.6
CC(C)Oc1ccc(C(CC(=O)O)NC(=O)C(Sc2ccccc2)c2ccccc2)cc1 (configuration not stated),0,-1,116,0.3,105,9,-6,-36,1.0
COc1ccc(C2N(C(=O)CN3CCCC3)CCCN2S(=O)(=O)c2ccccc2)cc1 (configuration not stated),-8,0,100,2.1,99,8,-1,11,0.3
O=C(CSc1ccc(F)cc1)Nc1ccccc1N1CCOCC1,1,0,101,-1.9,99,0,-13,32,1.3
CC(CN1CCC(n2nccc2NC(=O)CCCc2ccccc2)CC1)c1ccccc1 (configuration not stated),-2,4,102,x,115,2,-8,18,x
O=C(Cn1c2ccccc2c2nc3n(c(=O)c21)CCS3)Nc1ccccc1C(F)(F)F,2,0,100,0.1,99,11,-7,6,-0.8
CCOC(=O)c1cc(-c2ccccc2)n(CCC(=O)NC(C)CC)c1C (configuration not stated),1,7,95,-0.6,101,12,-4,19,-1.2
CCCCCCc1nc2ccccc2c(=O)n1NC(=O)c1c(O)c2c(n(CC(C)C)c1=O)CCCC2,-6,6,115,-1.0,109,10,-4,-1,0.1
CC(=O)Nc1cccc(/C(C)=N/N2C(C)CCCC2C)c1 (configuration not stated),-9,1,103,-0.5,102,27,12,26,0.7
Cc1occc1-c1nnc(SCC(=O)Nc2ccccc2)n1CCc1ccccc1,-4,10,106,-2.1,106,18,-11,-7,-0.3
CCN(CC)c1ccc(C=C2C(=O)OC(c3ccccc3)OC2=O)cc1 (configuration not stated),-4,-4,102,1.4,92,1,-18,-3,1.0
NS(=O)(=O)c1cccc(NC(=O)CCC(=O)c2cccs2)c1,-14,8,107,0.4,107,9,-11,28,0.1
CCOC(=O)c1oc2ccc(Br)cc2c1CSc1nnc(C)s1,-1,3,102,-0.8,108,11,-10,-5,-0.4
CC(C)Cc1nc(SCC(=O)N2CCCC2)c2c(=O)n(C)c(=O)n(C)c2n1,1,7,105,0.0,109,27,14,33,-1.0
COc1ccc(-c2nc(-c3ccc(C(=O)O)cc3)no2)cc1,-3,0,106,-0.4,102,x,x,x,-0.4
O=C1CCCC/C1=C/NCc1ccccc1,-4,-3,105,0.0,99,4,-8,52,0.2
Cn1c(CC(=O)Nc2ccccc2)nnc1SCC(=O)Nc1ccc(N2CCOCC2)cc1,-7,-6,97,-0.2,95,18,-3,31,-0.3
COc1cc(C)ccc1NC(=O)c1ccc(S(=O)(=O)N2CCOCC2)cc1,-1,-1,100,0.2,93,9,-8,28,0.9
COc1ccc(CCN(C)C(=S)Nc2cccc(C)c2)cc1OC,-7,2,98,0.5,106,4,-3,11,-1.2
COc1ccc(NC(=S)NCCc2ccccc2)c(C)c1,-3,-4,99,-1.1,95,4,-11,31,-0.7
CCO[C@H]1OC(C(N)=O)=C[C@@H](c2ccc(Br)cc2)[C@@H]1CCCO,-3,-4,96,0.7,95,2,-3,9,0.3
Cc1ccc(CN2CCN(Cc3ccc(C)s3)CC2CCO)cc1 (configuration not stated),0,9,99,1.6,100,8,-18,31,0.2
CCOC(=O)c1cnn(-c2nc(SC)nc3sc4c(c23)CCCC4)c1N,-2,-2,102,-2.3,96,10,-3,-14,-0.8
COc1ccccc1N1CCN(CCc2n[nH]c(=S)n2-c2ccccc2)CC1,-8,4,90,1.1,93,3,-4,5,1.0
COc1ccc(S(=O)(=O)N2CCN(c3ccccc3)CC2)cc1,-5,2,105,-0.8,98,-5,-5,60*,-0.6
CCn1c(C(=O)OC)cc2c1ccn2-c1ccc(F)cc1,-5,12,108,-0.6,115,2,19,58,5.7
Cc1ccc(S(=O)(=O)NCCCNC(=O)c2ccccc2)cc1,-2,0,99,-0.9,100,17,-5,22,0.8
CCOC(=O)CCC(=O)NNC(=O)c1ccc(NC(=O)c2ccccc2)cc1,6,6,101,0.6,99,18,-5,50,-0.3
CCOC(=O)c1c(-c2ccc(C)o2)csc1NC(=O)CSc1ncn[nH]1,-3,4,100,0.1,100,11,-9,11,-0.3
O=C(Cc1cccs1)Nc1ccccn1,-5,x,x,1.1,x,17,-9,11,1.8
O=C(Nc1cc(-c2nn(CC(=O)N3CCCCC3)c(=O)c3ccccc23)ccc1N1CCOCC1)c1ccc(Cl)cc1,-5,0,100,0.1,93,0,-7,-4,0.1
